# From PubChem
# Rac1 wt modul = wildtype Rac1 GTP binding modulators, primary screen, biochemical, GST-Rac1 beads, flow cytometry, multiplex; Ras-related C3 botulinum toxin substrate 1 (Homo sapiens), P63000; fluorescent GTP binding; actives lie on both sides; 0 = cold GTP competed, 100 = untreated; GTP binding activity (% of control), % at 10 µM; hit rate 0.27% among 190,000; AID 757, 2007;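 active = GTP binding activity at least 20 points away from the 100% control level, either lower or higher; inconclusive = compound flagged as likely green fluorescent, judged across all proteins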
# Rac1 mut GTP = GTP binding modulators of activated mutant Rac1, primary screen, biochemical, bead-based flow cytometry, multiplex, fluorescent GTP; AID 764, 2007; percent activity (GTP binding), % at 10 µM; hit rate 0.11% among 190,000; GST-Rac1 activated beads; actives lie on both sides; 100% means binding = to untreated wells;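 active = GTP binding at least 20 percentage points away from the 100% baseline, in either direction, so actives lie on both sides; inconclusive = Compound likely fluorescent itself, or too few beads counted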
# Rab7 wt GTP bind = modulators of GTP binding to Rab7, primary screen, biochemical, wildtype, multiplex bead flow cytometry | GST-Rab7 beads, fluorescent GTP binding; actives lie on both sides; untreated = 100%, excess cold GTP = 0% | GTP binding activity (percent of control), % at 10 µM | hit rate 0.055% among 190,000 | AID 758, 2007;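 active = fluorescent GTP binding to Rab7 beads changed by at least 20 points from the 100% baseline, either direction, mostly lower; inconclusive = compound itself probably fluorescent, or too few beads counted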;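 note: median green fluorescence of bound Bodipy-FL-GTP per Rab7 bead population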
# Rab2A wt mod = modulators of GTP binding to Rab2A wildtype, primary screen, biochemical, dog, bead-based flow cytometry, multiplex; Ras-related protein Rab-2A (Canis lupus familiaris), P61105; GST-Rab2 wt beads, Bodipy-GTP binding; GTP binding activity, % at 10 µM; hit rate 0.19% among 190,000;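 active = GTP binding activity at least 20 points away from 100%, either lowered or raised; inconclusive = signal likely due to the compound's own green fluorescence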;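 note: 0% = beads with excess unlabeled GTP and 100% = no-compound control corrected for plate trend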
# Cdc42 wt = modulators of GTP binding to wildtype Cdc42, primary screen, biochemical, multiplex bead flow cytometry, Bodipy-GTP. Cell division control protein 42 homolog (Homo sapiens), P60953. GST-Cdc42 beads; actives lie on both sides. percent activity (GTP binding), % at 10 µM. hit rate 0.2% among 190,000. AID 761, 2007;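 active = percent activity GTP binding at least 20 points away from the 100% baseline, either down as inhibitor or up as activator; inconclusive = compound flagged as likely green fluorescent from well-wide comparison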;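 note: median bead fluorescence of bound Bodipy-FL-GTP at 100 nM; 0% = excess unlabeled GTP control and 100% = no compound control; below 100% means less GTP binding so inhibitor and above means activator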
# HRas wt GTP bind = modulators of GTP binding to HRas wildtype, primary screen, biochemical, bead-based flow cytometry, multiplex. hit rate 0.14% among 190,000. AID 759, 2007. GST-Ras wt beads, Bodipy-FL-GTP binding; actives lie on both sides. GTP binding activity, % at 10 µM. GTPase HRas (Homo sapiens), P01112;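 active = GTP binding activity at least 20% away from the 100% baseline, either lowered as inhibitor or raised as activator; inconclusive = flagged as likely green fluorescent, judged across all proteins in the well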;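 note: 0% = unlabeled GTP competition control and 100% = no-compound control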
# ABCG2 block = ABCG2 efflux pump inhibitors, primary screen, multiplex with ABCB1, IgMXP3 cells, flow cytometry. JC-1 efflux. inhibition, % at 6.6 µM. hit rate 0.1% among 190,000. AID 1325, 2008;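 active = inhibition above 80%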;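 note: 0% = DMSO and 100% = nicardipine control wells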
# Target sequence (Q9UNQ0 whole entry, looked up): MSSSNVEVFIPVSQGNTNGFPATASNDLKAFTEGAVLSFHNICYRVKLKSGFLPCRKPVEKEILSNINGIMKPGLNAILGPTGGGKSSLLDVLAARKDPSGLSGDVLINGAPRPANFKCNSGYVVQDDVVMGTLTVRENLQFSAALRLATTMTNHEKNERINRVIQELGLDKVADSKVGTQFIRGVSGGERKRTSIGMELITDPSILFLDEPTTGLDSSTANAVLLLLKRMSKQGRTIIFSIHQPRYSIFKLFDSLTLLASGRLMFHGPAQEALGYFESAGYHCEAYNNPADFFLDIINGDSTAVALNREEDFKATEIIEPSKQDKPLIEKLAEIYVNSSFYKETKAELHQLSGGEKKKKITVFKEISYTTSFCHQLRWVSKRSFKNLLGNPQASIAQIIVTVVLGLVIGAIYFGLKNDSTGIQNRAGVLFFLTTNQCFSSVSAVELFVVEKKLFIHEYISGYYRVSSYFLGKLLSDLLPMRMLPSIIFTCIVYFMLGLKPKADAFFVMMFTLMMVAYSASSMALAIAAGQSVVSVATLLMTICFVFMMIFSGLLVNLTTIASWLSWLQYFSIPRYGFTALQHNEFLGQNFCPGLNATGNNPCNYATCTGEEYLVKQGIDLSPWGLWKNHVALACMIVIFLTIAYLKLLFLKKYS
#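 Test system: ABCG2 IgMXP3 and barcoded ABCB1 CCRF-Adr cell mix; Schedule: cells with compound and JC-1, 10 min at 25 °C, rotating, no wash; Technique: flow cytometry of retained JC-1 fluorescence; Measure: % inhibition of efflux relative to nicardipine and DMSO; Controls: nicardipine high and DMSO low controls.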
# ABCB1 block = ABCB1 efflux pump inhibitors, primary screen, cell-based, multiplex, flow cytometry, ABCG2 counter-screen. ATP-dependent translocase ABCB1 (Homo sapiens), P08183. CCRF-Adr cells, JC-1 efflux. inhibition, % at 6.6 µM. hit rate 0.067% among 190,000; in the data active = inhibition above about 40%;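 note: 0% = vehicle and 100% = reference inhibitor; higher value means more JC-1 retained so stronger ABCB1 efflux block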
# Pf gametocyte = late stage P. falciparum gametocyte viability inhibitors, primary screen, ATP luminescence, HTS; P. falciparum stage V gametocytes, 24 h; inhibition, % at 10.9 µM; hit rate 0.065% among 150,000;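 active = inhibition above the mean plus 3 SD of compounds within the control limits, set per campaign, cut at about 38% in these data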;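 note: 0% = DMSO wells and 100% = medium only without gametocytes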
# Mcl1-Noxa inh = Mcl-1/Noxa binding inhibitors, primary screen, biochemical, TR-FRET, 1536-well; Induced myeloid leukemia cell differentiation protein Mcl-1 (Homo sapiens), Q07820; inhibition, % at 21.7 µM; AID 1022, 2008; TR-FRET Mcl-1/Noxa peptide binding, 2 h; hit rate 1.5% among 220,000;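 active = compounds that cut the protein-peptide binding signal by more than 50% relative to plate controls in a single-dose test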;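 note: His-tagged Mcl-1 with rhodamine Noxa BH3 peptide and terbium anti-His antibody; 0% = Mcl-1 plus Noxa peptide wells and 100% = peptide-only wells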
# Target sequence (Q07820 whole entry, looked up): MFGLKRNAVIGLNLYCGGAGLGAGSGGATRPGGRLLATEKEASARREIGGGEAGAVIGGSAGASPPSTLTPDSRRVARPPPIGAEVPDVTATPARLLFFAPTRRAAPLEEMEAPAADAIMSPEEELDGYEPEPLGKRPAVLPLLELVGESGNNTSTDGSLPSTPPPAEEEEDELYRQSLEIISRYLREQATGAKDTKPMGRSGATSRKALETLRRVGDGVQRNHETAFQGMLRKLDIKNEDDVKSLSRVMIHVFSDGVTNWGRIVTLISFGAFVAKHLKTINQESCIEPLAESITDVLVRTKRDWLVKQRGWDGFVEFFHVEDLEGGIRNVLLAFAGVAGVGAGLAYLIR
# Avidin fluor = green autofluorescence of compounds with avidin beads – biophysical, 488/530 nm, flow cytometry, artefact control, profiling panel | AID 1775, 2009 | hit rate 0.38% among 220,000 | compound fluorescence 488/530 nm; hits give high values | fluorescence (KMESF) at 10 µM; in the data active = fluorescence above about 47; note: inactives centre near 10
# An asterisk follows results filed as active; ? = inconclusive; . = no result given.
SMILES,Rac1 wt modul,Rac1 mut GTP,Rab7 wt GTP bind,Rab2A wt mod,Cdc42 wt,HRas wt GTP bind,ABCG2 block,ABCB1 block,Pf gametocyte,Mcl1-Noxa inh,Avidin fluor
COc1ccc(CNC(=O)CCCn2nc([N+](=O)[O-])cc2C)cc1,97,99,100,99,97,99,0,0.0,17,-3,24
O=C(CN1CCCN(S(=O)(=O)c2ccc(F)cc2)CC1)Nc1ccccc1Br,105,97,97,99,103,99,47,6.3,.,9,32
CCc1nnc(N/N=C/c2ccccc2F)n1N,98,97,96,97,98,98,2,0.2,7,20,8
CCOC(=O)c1sc(N)c(C#N)c1CSc1nc2ccc(OCC)cc2[nH]1,98,96,99,98,94,97,4,0.3,.,11,16
Fc1ccc(N2CCN(c3nc(-c4ccco4)cc(C(F)(F)F)n3)CC2)cc1,94,94,95,94,97,98,1,0.1,-6,-3,31
O=C(CSc1nnc(-c2ccccc2Br)o1)Nc1cccc2ccccc12,102,96,100,98,98,98,43,1.1,.,19,11
CCOc1cc(CNc2ccc3c(c2)OCCO3)cc(Br)c1OC,?,?,?,?,?,?,2,0.4,.,27,42
CCCn1c(N)c(C(=O)CSc2nc3ccccc3c(=O)n2-c2ccc(OC)cc2)c(=O)[nH]c1=O,88,91,96,92,94,90,0,-0.1,-12,-4,16
CCn1c(SCC(=O)Nc2ccc(S(N)(=O)=O)cc2)nnc1-c1ccccc1OC,100,97,92,97,100,100,4,0.4,.,1,20
COC(=O)COc1cccc(NC(=O)c2ccc(C)cc2)c1,94,95,94,95,98,99,4,0.6,9,13,36
CC(C)CCSc1nc2ccccc2[nH]1,98,94,97,96,95,97,5,-0.2,-12,15,10
CC(C)(C)c1nc(SCC(=O)c2ccccc2)c2ccccc2n1,98,92,97,95,93,93,2,0.6,-25,-8,6
COc1cc(NC(=O)CSCc2cnn(-c3ccccc3)c2-n2cccc2)cc(OC)c1,107,100,100,97,101,100,36,1.6,.,9,29
O=C(O)CCCCCN1C(=O)/C(=C/c2ccncc2)SC1=S,98,92,93,95,94,98,0,-0.2,10,13,0
N#CCCN(CCC#N)C(=O)c1ccc(Cl)cc1,100,98,98,97,99,97,0,0.0,-12,20,8
C[C@@H]1CN(Cc2nc(-c3cccs3)no2)C[C@H](C)O1,106,101,109,106,105,105,0,-0.3,-15,20,10
O=c1[nH]nc(Cc2ccc(Cl)cc2Cl)c2ccccc12,102,99,99,101,102,100,3,1.0,1,8,6
Cc1ccc(S(=O)(=O)N/N=C/c2c[nH]c3ccccc23)cc1,97,96,93,95,95,95,2,0.7,12,12,10
Cc1ccc(O)c(N=Cc2cccs2)c1,103,99,100,98,101,98,16,2.4,-29,7,16
Cc1cn(CC2COC(C)(C)O2)c(=O)[nH]c1=O (stereo not given),106,97,102,103,104,101,3,1.2,.,73*,26
CCNC(=O)COC(=O)CNC(=O)c1cc(Cl)cc([N+](=O)[O-])c1,107,102,101,102,105,103,10,0.5,-2,7,14
Cc1ccc(S(=O)(=O)N2CCC(C(=O)NCCN3CCCCCC3)CC2)cc1,96,96,96,97,98,96,1,0.3,.,15,14
CC(/C=N/NC(=O)C(O)c1ccccc1)=C\c1ccccc1 (stereo not given),94,93,96,95,98,96,11,1.0,11,.,13
COCCNC(=S)N1CCC(NC(=O)C23CC4CC(CC(C4)C2)C3)CC1,104,97,98,100,98,99,15,0.3,.,9,13
CC(C)=C1C2CC2C2C(C(=O)O)C12 (stereo not given),105,103,101,104,106,105,0,-0.1,-12,-2,14

# 3 entries already listed, ordered by the number in Cdc42 wt, high to low.
SMILES,Cdc42 wt
C[C@@H]1CN(Cc2nc(-c3cccs3)no2)C[C@H](C)O1,105
Cc1ccc(S(=O)(=O)N/N=C/c2c[nH]c3ccccc23)cc1,95
CC(C)(C)c1nc(SCC(=O)c2ccccc2)c2ccccc2n1,93

# Remaining list, next part.
SMILES,Rac1 wt modul,Rac1 mut GTP,Rab7 wt GTP bind,Rab2A wt mod,Cdc42 wt,HRas wt GTP bind,ABCG2 block,ABCB1 block,Pf gametocyte,Mcl1-Noxa inh,Avidin fluor
Cc1nn(Cc2ccc([N+](=O)[O-])cc2)c(=O)n1-c1cccc(Cl)c1,100,94,100,96,98,98,9,0.8,-2,4,9
CC(CCc1ccco1)NC(=O)Cn1ncc2c(=O)oc3ccccc3c21 (stereo not given),104,102,104,100,107,100,1,0.1,.,-24,23
O=P(COCCOCCOCP(=O)(c1ccccc1)c1ccccc1)(c1ccccc1)c1ccccc1,101,96,95,96,97,96,0,0.0,-10,7,11
O=C(Nc1cccnc1)c1cnn2cccnc12,99,96,95,96,96,97,-4,-3.7,.,-1,5
COc1ccccc1C(C)NC(=O)c1ccc(C)o1 (stereo not given),108,102,104,102,105,104,4,0.3,-10,-20,13
Cc1cccc(C)c1NC(=O)COc1ccc2c(C)c(Cc3ccccc3)c(=O)oc2c1C,109,102,105,99,100,103,-4,-2.0,-11,19,5
CCOC(=O)C1CCCN(CCC(=O)Nc2cc(C)ccc2C)C1 (stereo not given),100,97,99,101,101,101,0,0.4,-9,4,10
CCN(Cc1ccncc1)Cc1nc(-c2ccc(C(=O)OC)cc2)no1,98,97,98,96,97,96,17,1.1,-2,11,10
CCCN1C(=O)c2cc(C(=O)NCc3cccs3)ccc2C1O (stereo not given),103,99,101,101,101,101,-2,-2.1,.,11,8
C[C@]1(C(=O)O)Cc2oncc2C[C@@H]1C(=O)O,102,99,93,97,99,99,2,0.1,-2,0,2
Cc1ccc(NC(=O)NNC(=O)c2sccc2-n2cccc2)cc1,100,96,97,98,99,97,2,0.2,-22,-3,7
COCCCNc1ncnc2sc3c(c12)CCC(C)C3 (stereo not given),105,100,101,101,102,103,4,2.0,.,4,19
O=C1NC(=O)C2(COC(c3cccnc3)OC2)S1 (stereo not given),103,99,101,102,101,104,-1,0.0,19,33,1
COc1cccc(/C=N/NC(=O)c2csc(-n3nc(C)cc3C(F)(F)F)n2)c1,103,97,99,96,101,99,6,-0.5,-20,8,10
COC(=O)[C@@H](NC(=O)NC1CCCc2ccccc21)C(C)C (stereo not given in full),107,97,103,100,101,102,4,1.6,.,8,12
CCOC(=O)C(=CN(CCc1ccccc1)CC(=O)OC)C(=O)OCC,107,96,105,101,104,102,10,0.8,.,1,11
COC(=O)c1c(NC(=O)CN2CCN(C(=O)c3ccco3)CC2)c2c(C)cccc2n1C,101,100,97,101,100,103,5,1.0,-14,40,16
CC(C)CCNC(=O)CN(CCCN1CCOCC1)C(=O)Cn1nnc(-c2ccc(F)cc2)n1,99,99,99,98,100,100,0,0.2,.,-5,33
CCOC(=O)C1CCN(C(=O)COC(=O)c2ccc3c(c2)C(=O)N(c2ccc(OCC)cc2)C3=O)CC1,93,94,87,90,92,91,-2,-0.5,.,-2,21
COC(=O)c1nnc(-c2ccccc2)c(-c2ccccc2)n1,101,96,98,97,98,97,11,1.4,.,5,0
COC(=O)N/N=C/c1ccccc1,100,96,104,102,98,100,3,0.6,-5,-4,11
O=C(COc1ccc(F)cc1)OCCN1CCOCC1,100,96,99,99,100,102,0,0.2,8,27,13
COc1ccc(CCNC(=O)c2c[nH]c3ccccc3c2=O)cc1OC,100,98,102,98,102,99,5,0.4,.,11,22
Cc1ccc(C2=N/C(=C/c3cccs3)C(=O)N2Nc2ccccc2)cc1,99,98,99,97,99,96,.,.,.,-16,4
CCc1cccc(CC)c1NC(=O)COC(=O)CC1c2ccccc2CCN1S(=O)(=O)c1ccc(F)cc1 (stereo not given),98,97,102,97,102,98,5,2.8,-2,-6,13

# Remaining list, next part:
SMILES,Rac1 wt modul,Rac1 mut GTP,Rab7 wt GTP bind,Rab2A wt mod,Cdc42 wt,HRas wt GTP bind,ABCG2 block,ABCB1 block,Pf gametocyte,Mcl1-Noxa inh,Avidin fluor
CC(C)(C)c1ccc(C(=O)Nc2ccccc2NC(=O)c2ccco2)cc1,104,98,100,100,99,101,3,1.5,.,3,22
O=C(COC(=O)c1cccc(Cl)c1)NCCN1C(=O)CSC1=O,108,99,100,102,102,101,.,1.2,10,30,8
O=C(Cn1nnc2ccccc21)NC1CCCCC1,102,99,100,99,100,99,0,0.2,.,-8,8
Cc1ccc(-c2nc(-c3ccccn3)no2)cc1,104,103,95,101,100,100,8,0.0,25,0,11
CCOC(=O)N1CCC(NC(=O)C2CCN(S(=O)(=O)N3CCC(C)CC3)CC2)CC1,102,98,103,102,97,101,2,0.2,.,4,18
CCCNC(=O)Cn1cnc([N+](=O)[O-])n1,106,103,101,103,106,105,3,.,-4,-6,14
CCC(Sc1nc2n[nH]c(C)c2c(=N)n1-c1cc(Cl)ccc1C)C(=O)N1CCOCC1 (stereo not given),113,102,105,103,105,107,6,1.1,3,-3,4
CC(C)C(NS(=O)(=O)c1ccc2c(c1)oc(=O)n2C)C(=O)N1CCN(c2ccccc2F)CC1 (stereo not given),103,98,98,100,101,101,1,0.5,.,16,8
O=C(N/N=C/c1ccncc1)C1CC1C(=O)N/N=C/c1ccncc1 (stereo not given),101,99,93,96,101,96,-1,-0.1,.,14,6
Cc1ccc(OCC(=O)NC2=NCCS2)cc1,101,100,95,102,102,101,-3,-6.6,.,13,13
CC(NC(=O)CCc1nnc(-c2ccccc2)o1)c1ccccc1 (stereo not given),103,95,101,97,98,100,1,0.5,30,-2,11
CCOC(=O)CC1C(=O)NCCN1S(=O)(=O)c1ccc(Cl)c(Cl)c1 (stereo not given),107,100,104,105,105,104,1,0.2,.,-8,20
CCOC(=O)CSc1nc2cc(S(=O)(=O)Nc3ccccc3OC)ccc2o1,103,100,101,99,101,100,3,0.3,.,14,9
CC(C)(O)C#Cc1ccc(C(=O)NCCC(=O)O)s1,101,96,101,100,92,99,6,1.5,-6,15,12
OCCC1CN(Cc2ccc3nonc3c2)CCN1Cc1ccsc1 (stereo not given),100,97,100,97,95,98,1,0.2,.,-10,11
Oc1ccc(COCc2ccccc2)c2cccnc12,98,92,101,94,91,99,0,0.1,-64,-132,7
